# Screens: PubChem, Broad Institute
# ERp5 inh: inhibitors of human ERp5. Q15084. ERp5 insulin aggregation, absorbance 650 nm, 90 min. inhibition, % at 9.99 µM. 0.05% of 350,000 active. AID 651711;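 active = mean replicate inhibition above about 25%, with every replicate also reaching it, limit read from the data, passing the limit was not always enough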
# Target sequence (Q15084 whole entry, looked up): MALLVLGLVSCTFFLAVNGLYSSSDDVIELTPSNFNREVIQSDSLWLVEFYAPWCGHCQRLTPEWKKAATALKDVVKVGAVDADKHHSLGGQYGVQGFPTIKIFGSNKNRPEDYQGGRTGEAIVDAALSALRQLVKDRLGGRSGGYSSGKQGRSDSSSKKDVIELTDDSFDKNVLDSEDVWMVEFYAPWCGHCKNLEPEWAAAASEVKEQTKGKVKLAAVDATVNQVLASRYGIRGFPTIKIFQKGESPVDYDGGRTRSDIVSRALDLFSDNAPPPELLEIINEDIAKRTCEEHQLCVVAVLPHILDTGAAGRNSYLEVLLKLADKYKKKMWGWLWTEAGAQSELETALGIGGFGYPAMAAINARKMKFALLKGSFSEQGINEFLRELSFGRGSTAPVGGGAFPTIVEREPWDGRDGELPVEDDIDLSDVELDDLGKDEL
# ARNT TACC3 PPI: ARNT/TACC3 interaction disruption. inhibition, % at 9.99 µM. 0.66% of 390,000 active. AlphaScreen His-ARNT PAS-B/GST-TACC3 binding, luminescence; TACC3 fragment carries E629A point mutation. AID 623870;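 active = mean inhibition of replicates at least 50% and at least half of replicates each reaching 50%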;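 also: 0% = complete ARNT plus TACC3 wells and 100% = ARNT alone without TACC3; many hits fall short of the cut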
# esBAF inh: blocks esBAF chromatin remodeling in mouse ES cells. Bmi1-luciferase knock-in reporter, 24 h; 100% = twice the neutral-well signal. reporter increase, % at 12.5 µM. AID 602393. 2% of 350,000 active; in the data active = activation above about 40%;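 also: 0% = median of the plate's neutral control wells and 100% = double that signal; a rise in the Bmi1 reporter signal indicates esBAF inhibition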
# miR122 inh: miR-122 inhibition in Huh7 cells | AID 602342 | activation (reporter increase), % at 12.5 µM | 0.3% of 340,000 active | Huh7 miR-122 Renilla luciferase sensor, 48 h; neutral wells = 0, positive control = 100;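 active = mean replicate activation score at least 90 and every replicate individually at or above 90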;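 also: higher luciferase means less miR-122 activity so hits act as miR-122 inhibitors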
# Cneo AK release: causes C. neoformans cell lysis. adenylate kinase release luminescence, 4 h; normalised: neutral wells 0, clomiphene wells 100. lysis activity, % at 15 µM. 0.2% of 360,000 active. AID 651654;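 active = mean lysis activity across replicates of at least 80%, whatever share of replicates individually reach that level; inactive = mean lysis activity below 80%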
#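 Material – Cryptococcus neoformans yeast cells · Quantity – 5 × 10^6 yeast cells/mL · Buffer or medium – YPD medium · Compound – single dose · Timing – 4 h static compound exposure, 37 °C, read 1 h post-reagent · Signal – adenylate kinase release luminescence · Read-out basis – lysis from increased AK signal · Benchmarks – Clomiphene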
# Statin myotox sup: suppression of simvastatin myotoxicity. 0.78% of 330,000 active. C2C12 myotubes + simvastatin, ATP luminescence, 48 h; scaled: DMSO 0, geranylgeraniol control 100. AID 602340. rescue of ATP level, % at 7.49 µM;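 active = mean ATP rescue above about 67%, or every replicate alone reaching that limit, limit read from the data, passing the limit was not always enough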;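 also: myotubes were challenged with 10 µM simvastatin during compound exposure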
# SIRT5 block: blocks human SIRT5 desuccinylation of peptide. Purified SirT5, succinyl-peptide AMC, trypsin-coupled fluorescence. inhibition, % at 15 µM. 1.1% of 330,000 active. AID 652115; in the data active = inhibition above about 15%
# Target sequence (Q9NXA8 whole entry, looked up): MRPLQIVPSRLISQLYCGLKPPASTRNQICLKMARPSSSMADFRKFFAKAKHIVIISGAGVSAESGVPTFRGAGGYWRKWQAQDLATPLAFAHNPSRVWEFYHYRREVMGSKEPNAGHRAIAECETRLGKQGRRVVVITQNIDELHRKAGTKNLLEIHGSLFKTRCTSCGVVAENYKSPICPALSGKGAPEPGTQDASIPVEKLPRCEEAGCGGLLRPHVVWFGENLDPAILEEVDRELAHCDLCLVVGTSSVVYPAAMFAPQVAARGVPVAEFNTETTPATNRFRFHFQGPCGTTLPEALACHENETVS
# Active calls of the source: *; nt = not tested or not shown; & = joins results of further samples; [ ] = another dose, or the depositor's remark.
SMILES,ERp5 inh,ARNT TACC3 PPI,esBAF inh,miR122 inh,Cneo AK release,Statin myotox sup,SIRT5 block
Cn1c(=O)c2c(ncn2CC(O)CO)n(C)c1=O (configuration not stated),-2.0,-8.0,-4.5,2.6,-1.0,-11.9,0.3
CCOc1cccc2cc(-c3cn4cc(C)ccc4n3)c(=O)oc12,nt,3.9,-11.2,-22.0,-1.1,-7.4,nt
COc1cccc(S(=O)(=O)Nc2ccc3c(c2)C(=O)N(C)C[C@H](OC)[C@@H](C)CN[C@@H](C)CO3)c1,3.6,-1.9,-4.5,15.9[16.7 µM],1.3,-0.2,-0.8
O=C(COc1ccccc1[N+](=O)[O-])NC1CC1,3.0,-6.1,-1.2,-2.7,2.5,-3.8,-2.6
NC(=O)c1ccccc1NC(=O)CCCN1C(=O)CCC1=O,nt,4.6,6.7,6.2,0.2,-7.9,nt
C[C@H](CO)N1C[C@H](C)[C@@H](CN(C)C(=O)C2CCCCC2)OCCCC[C@H](C)Oc2ccc(NC(=O)Nc3ccccc3)cc2C1=O,5.6,1.2,6.6,-8.7[16.7 µM],0.3,nt,1.3
Cc1nc(SCC(=O)N2CCN(c3ccccc3)CC2)c2oc3ccccc3c2n1,nt,3.0,-4.1,-0.4,11.8,1.8,nt
COC(=O)/C=C1\NCCSC1=O,nt,-9.8,-2.0,-8.2,1.2,-4.7,nt
CC/C=C/C(=O)N1CC2(CC(c3cccc(NC(=O)CCCCC)c3)=NO2)C[C@H]1C(N)=O (some centres not stated),5.4,-5.1,5.5,-1.6,10.1,6.8,nt
COc1cccc(S(=O)(=O)N2C[C@H](O)COC[C@H]3O[C@H](CC(=O)NCCCN4CCOCC4)CC[C@@H]32)c1,4.1,7.0,-1.9,-5.1[16.7 µM],0.6,-11.6,-11.6
CCC(C)C(N)C(=O)N1CCCC1C(=O)NC(C(=O)O)C(C)CC (configuration not stated),3.6,-3.9,0.7,0.3,2.9,3.0,1.5
C1=C(c2ccccc2)Nc2nnnn2C1,nt,-6.6,-6.6,0.8,-1.1,2.7,nt
C[C@H](CO)N1C[C@H](C)[C@@H](CN(C)C(=O)Nc2ccc3c(c2)OCO3)Oc2ccc(NC(=O)Nc3ccc4c(c3)OCO4)cc2C1=O,3.3&-2.4,0.4,7.1,nt,-2.3,5.4,0.8&0.9
Cc1cc(=O)oc2cc(NC(=O)CCC(=O)O)ccc12,nt,-0.2,0.8,4.1,7.5,-4.7,nt
O=C(OCc1c(Cl)nc2sccn12)c1cc2c(s1)CCCC2,5.3,2.7,3.1,-4.7,-0.3,13.9,-2.4
CC(C)NC(=O)Nc1ccc2c(c1)C(=O)N([C@H](C)CO)C[C@@H](C)[C@@H](CN(C)C)OCCCC[C@@H](C)O2,-0.4,1.0,nt,-3.9[16.7 µM],0.3,nt,-4.8
COc1cccc(NC(=O)c2cccc(C)c2[N+](=O)[O-])c1,5.7,0.1,nt,nt,nt,nt,-1.0
CCCCn1c(N)c(N(CCOC)C(=O)c2cccc(S(=O)(=O)N3CCCCCC3)c2)c(=O)[nH]c1=O,0.4,3.7,nt,nt,nt,nt,-3.0
Cc1ccc(NC(=O)COC(=O)c2ccc3c(c2)OCO3)c(C)c1,-11.7,-24.4,-5.7,-6.6,-2.1,5.3,-9.9
CCOc1ccccc1/C=N/Nc1nc(C)cc(=O)[nH]1,nt,7.5,3.8,0.1,1.6,4.6,nt
CCCCn1nc2cc(C(=O)NCC34CC5CC(CC(C5)C3)C4)ccc2c1OC,-8.2,nt,3.3,-3.3,-1.2,-14.3,0.7
CN1CCN(C(=O)C[C@H]2CC[C@H]3[C@@H](COC[C@H](O)CN3Cc3ccc4c(c3)OCO4)O2)CC1,1.3,2.6,-4.7,-5.9[16.7 µM],-2.7,-17.8,2.1
CCOC(=O)c1c([N+](=O)[O-])c(C)[nH]c(=O)c1C#N,-1.0,1.7,10.3,nt,0.2,7.5,-4.0
CN(C)c1ccc2c(c1)[C@@H]1C[C@@H](CC(=O)NCc3cccc(F)c3)O[C@@H](CO)[C@@H]1O2,11.8,26.6,6.7,3.7[16.7 µM],-2.2,4.3,-1.0
C[C@@H]1CN([C@@H](C)CO)C(=O)c2cc(NS(C)(=O)=O)ccc2O[C@@H]1CN(C)S(=O)(=O)c1cccs1,2.3,0.0,1.7,3.5[16.7 µM],42.4,35.1,-4.5
# Next entries.
SMILES,ERp5 inh,ARNT TACC3 PPI,esBAF inh,miR122 inh,Cneo AK release,Statin myotox sup,SIRT5 block
CN1CCN(C(=O)/C(=C\c2cccc([N+](=O)[O-])c2)NC(=O)c2cccs2)CC1,-3.3,-12.0,nt,nt,nt,nt,-0.1
O=C(CN1C(=O)c2cccc3cccc1c23)Nc1ccc(S(=O)(=O)Nc2nccs2)cc1,nt,2.9,10.3,1.5,nt,-0.6,nt
Cc1c(C(=O)NCC2CCCO2)sc2nc(-c3ccc(F)cc3)cn12 (configuration not stated),1.2,-0.2,14.2,-13.0,-1.7,-13.9,-4.8
O=C(Nc1cccc(Cc2ccccc2)c1)Nc1ccc2nc([C@@H]3O[C@H](CO)[C@@H](O)[C@H](O)[C@H]3O)[nH]c2c1,3.3,nt,-6.1,nt,-2.0,-20.3,nt
C[C@@H]1CN([C@@H](C)CO)S(=O)(=O)c2ccc(-c3cccc(C#N)c3)cc2O[C@@H]1CN(C)Cc1ccccn1,-5.4,-3.0,-5.0,0.8[16.7 µM],-0.5,-70.4,0.2
COc1ccc(C(=O)NC2CCCc3c2cnn3-c2cc(F)cc(F)c2)c(OC)c1OC (configuration not stated),4.1,0.2,-32.4,nt,11.2,-23.8,2.9
N=c1n(CC(=O)O)c2ccccc2n1Cc1ccccc1Cl,nt,7.3,-2.8,-9.0,-0.1,nt,nt
Cc1cc(C)nc(NS(=O)(=O)c2ccc(NC(=O)COc3ccccc3F)cc2)n1,-3.9,nt,1.6,nt,nt,11.8,-3.8
COc1ccccc1CN1CC(C(=O)NCCc2ccccc2Cl)CCC1=O (configuration not stated),2.1,1.4,10.6,-9.0,10.3,2.4,0.0
COCC(=O)Nc1ccc2c(c1)[C@H]1C[C@@H](CC(=O)N[C@H](C)c3ccccc3)O[C@@H](CO)[C@H]1O2,-4.4,nt,-6.6,-1.5[16.7 µM],3.2,-3.0,2.5
Cc1ccc(S(=O)(=O)NC(=O)C2(C)CCN2C(=O)CCc2ccc(Cl)cc2Cl)cc1 (configuration not stated),2.9,nt,7.0,-7.6,0.7,18.7,1.0
CC(=O)Nc1c(C(=O)O)ccc(C)c1OCc1ccccc1,2.6,-1.8,-5.0,-4.2,8.8,2.8,nt
COc1ccc(C2/C(=C(/O)c3ccc(C)cc3)C(=O)C(=O)N2CCCN2CCOCC2)cc1 (configuration not stated),-0.9,3.1,-1.6,-6.8,-1.8,-2.7,0.0
O=C(NNS(=O)(=O)c1ccc(C(=O)NC2CCCC2)cc1)c1ccncc1,15.7,-7.3,1.0,-5.1,0.1,2.5,nt
O=C(COC(=O)c1ccc(NS(=O)(=O)c2cccs2)cc1O)NC1CCCCC1,5.5,2.3,1.7,13.6,1.8,-5.8,3.8
Cc1ccc(Cl)c(OC(=O)C2CSC3(C)CCC(=O)N23)c1 (configuration not stated),0.4,-3.9,6.6,nt,4.2,-3.3,-2.0
CCC(CO)NCc1ccc(OCC(O)c2ccccc2)c(OC)c1 (configuration not stated),-1.3,-3.5,-0.2,-9.7,3.1,-3.4,-2.1
CC(C)Oc1ccc(C(=O)N(Cc2ccco2)C2CCS(=O)(=O)C2)cc1 (configuration not stated),1.1,11.2,-4.5,-5.9,8.3,10.7,10.1
O=C1/C(=C\c2ccc(O)cc2)SC(=S)N1c1cccnc1,1.1,-2.6,nt,nt,nt,nt,-0.8
C[C@@H]1CCCCO[C@H](CN(C)C)[C@@H](C)CN([C@@H](C)CO)C(=O)c2cc(NC(=O)c3ccccc3)ccc2O1,nt,nt,-0.7,2.5[16.7 µM],nt,41.8,nt
Cc1ccc(C(=O)COC(=O)C2C3C=CC(C3)C2C(=O)OCC(=O)c2ccc(C)c(C)c2)cc1C (configuration not stated),nt,-28.8,15.6,4.0,-2.7,23.7,nt
Cc1ccc(C(=O)NCC(=O)Nc2ccncc2)s1,0.9,-4.3,nt,nt,-6.6,nt,1.9
COCc1cn(CC[C@@H]2CC[C@H](NC(=O)Nc3c(C)noc3C)[C@@H](CO)O2)nn1,1.2,9.4,-1.4,-19.8[16.7 µM],-2.1,-6.4,3.3
O=C(OCC(=O)N1CCCC1)c1cc(Cl)ccc1[N+](=O)[O-],1.1,9.1,1.4,-0.6,-3.0,-7.7,-3.3
Cc1nn(-c2ccccc2)c(C)c1NC(=O)COC(=O)[C@@H](NC(=O)c1ccccc1)C(C)C,-2.5,-4.3,0.6,nt,2.0,0.9,11.8
# Additional compounds follow.
SMILES,ERp5 inh,ARNT TACC3 PPI,esBAF inh,miR122 inh,Cneo AK release,Statin myotox sup,SIRT5 block
COCCCNC(CC(=O)Nc1ccc(OC)cc1OC)C(=O)O (configuration not stated),nt,-2.3,-1.8,2.7,0.8,-7.0,nt
O=C(NCC[C@@H]1CC[C@@H](NC(=O)c2ccccc2F)[C@H](CO)O1)c1ccc2c(c1)OCO2,6.0,-21.0,3.6,-7.7[16.7 µM],0.8,4.1,-1.1
C[C@H](CO)N1C[C@H](C)[C@H](CN(C)Cc2ccccc2F)Oc2cc(C#CC3CC3)ccc2S1(=O)=O,8.2,5.7,-2.4,-3.5[16.7 µM],3.6,11.1,43.4*
Cc1noc(C)c1Cn1c(C)c(C(=O)NCc2ccc3c(c2)OCCO3)sc1=O,3.5,nt,7.1,nt,-1.0,-6.5,nt
O=C(Nc1ccncc1)Nc1ccccn1,nt,0.2,-3.1,-4.6,0.0,29.2,nt
CCOC(=O)c1c(C)n(-c2ccc(C)cc2)c2ccc(O)c(CN(C)C)c12,-0.5,5.2,-0.5,-11.9,3.7,-46.7,2.1
CC(=O)NC1(C(F)(F)F)C(=O)Nc2c1c(=O)[nH]c(=O)n2-c1ccccc1 (configuration not stated),-1.2,-1.0,nt,nt,nt,nt,6.0

# Shown with values under each structure: 12 of the compounds above
# The line under a structure holds: ERp5 inh, ARNT TACC3 PPI, esBAF inh, miR122 inh, Cneo AK release, Statin myotox sup, SIRT5 block
- COc1cccc(S(=O)(=O)Nc2ccc3c(c2)C(=O)N(C)C[C@H](OC)[C@@H](C)CN[C@@H](C)CO3)c1
    3.6, -1.9, -4.5, 15.9[16.7 µM], 1.3, -0.2, -0.8
- O=C(COc1ccccc1[N+](=O)[O-])NC1CC1
    3.0, -6.1, -1.2, -2.7, 2.5, -3.8, -2.6
- NC(=O)c1ccccc1NC(=O)CCCN1C(=O)CCC1=O
    nt, 4.6, 6.7, 6.2, 0.2, -7.9, nt
- C[C@H](CO)N1C[C@H](C)[C@@H](CN(C)C(=O)C2CCCCC2)OCCCC[C@H](C)Oc2ccc(NC(=O)Nc3ccccc3)cc2C1=O
    5.6, 1.2, 6.6, -8.7[16.7 µM], 0.3, nt, 1.3
- Cc1nc(SCC(=O)N2CCN(c3ccccc3)CC2)c2oc3ccccc3c2n1
    nt, 3.0, -4.1, -0.4, 11.8, 1.8, nt
- COC(=O)/C=C1\NCCSC1=O
    nt, -9.8, -2.0, -8.2, 1.2, -4.7, nt
- CC/C=C/C(=O)N1CC2(CC(c3cccc(NC(=O)CCCCC)c3)=NO2)C[C@H]1C(N)=O (some centres not stated)
    5.4, -5.1, 5.5, -1.6, 10.1, 6.8, nt
- COc1cccc(S(=O)(=O)N2C[C@H](O)COC[C@H]3O[C@H](CC(=O)NCCCN4CCOCC4)CC[C@@H]32)c1
    4.1, 7.0, -1.9, -5.1[16.7 µM], 0.6, -11.6, -11.6
- CCC(C)C(N)C(=O)N1CCCC1C(=O)NC(C(=O)O)C(C)CC (configuration not stated)
    3.6, -3.9, 0.7, 0.3, 2.9, 3.0, 1.5
- C1=C(c2ccccc2)Nc2nnnn2C1
    nt, -6.6, -6.6, 0.8, -1.1, 2.7, nt
- C[C@H](CO)N1C[C@H](C)[C@@H](CN(C)C(=O)Nc2ccc3c(c2)OCO3)Oc2ccc(NC(=O)Nc3ccc4c(c3)OCO4)cc2C1=O
    3.3&-2.4, 0.4, 7.1, nt, -2.3, 5.4, 0.8&0.9
- Cc1cc(=O)oc2cc(NC(=O)CCC(=O)O)ccc12
    nt, -0.2, 0.8, 4.1, 7.5, -4.7, nt
